Assay outcomes (PubChem BioAssay)
PABP1 MLLE inh: blocks PAM2 peptide binding to the PABP1 MLLE domain; 360,000 tested, 0.36% active; inhibition, % at 20 µM; GST-MLLE / FITC-PAM2 fluorescence polarization; in the data active = inhibition above about 35%, passing the limit was not always enough;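 note: plate controls were DMSO wells with GST-MLLE for no effect and wells lacking GST-MLLE protein for full effect; some results filed as inactive read as strong as hits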
LMPTP inh: blocks human LMPTP phosphatase. recombinant LMPTP-A, OMFP fluorogenic substrate, fluorescence intensity. inhibition, % at 20 µM. 360,000 tested, 0.22% active. AID 651560;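 active = compounds that cut the enzyme signal by at least half of the control window in the single-dose screen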;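 note: plate controls were DMSO wells with enzyme plus substrate for no effect and substrate without enzyme for full effect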
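Test system: LMPTP-A phosphatase enzyme. Amount: LMPTP-A at 0.625 nM final in the reaction. Reagent: OMFP substrate, 400 µM final. Times: 50 min at room temperature. Signal: endpoint fluorescence intensity from OMFP dephosphorylation. Read-out basis: % inhibition. Benchmarks: no-enzyme and uninhibited controls.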
SUMO1 PPI mod: SUMO1-SIM interaction modulation | 360,000 tested, 0.33% active | SUMO1 binding to a labelled peptide, TR-FRET, 1 h | P63165 | inhibition, % at 20 µM; in the data active = inhibition above about 37%
Target sequence (P63165 whole entry, looked up): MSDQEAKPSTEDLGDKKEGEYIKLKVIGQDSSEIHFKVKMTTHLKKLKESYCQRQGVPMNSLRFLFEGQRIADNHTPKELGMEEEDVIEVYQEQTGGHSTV
Scp-1 inhibitor: blocks human Scp-1 phosphatase activity; Recombinant Scp1, phosphopeptide, malachite green phosphate absorbance; inhibition, % at 20 µM; 340,000 tested, 0.88% active;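 active = inhibition above about 50% at 20 µM, limit read from the data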;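 note: plate controls were DMSO wells with enzyme for no effect and wells lacking enzyme for full effect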
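System: SCP-1 catalytic domain; Reagent: Phospho 17-mer peptide substrate; Doses: one concentration, 20 µM, with 1.0% DMSO; Incubation: 45 min room-temperature reaction, 5 min colour, 30 min stabiliser; Signal: Phosphate-binding colour reagent, absorbance read at 630 nm.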
TbMetRS inhib: Trypanosoma brucei MetRS inhibition | 360,000 tested, 0.4% active | inhibition, % at 11.9 µM | AID 624268 | purified T. brucei MetRS, ATP depletion, Kinase-Glo luminescence;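 active = inhibition above a per-plate cutoff of the control wells' mean inhibition plus 3 SD, cut at about 5.5% in these data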;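 note: 0% = DMSO wells median and 100% = median of wells with control inhibitor compound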
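Dosing: 11.9 µM compound single dose, 0.9% DMSO; Assay system: purified T. brucei MetRS enzyme; Measured by: Kinase-Glo luciferase luminescence reporting remaining unconsumed ATP; Schedule: 15 min plus 2 h at 25 °C.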
NadD block: inhibitors of Staphylococcus aureus NadD | purified NadD enzyme, colorimetric absorbance read-out | inhibition, % at 20 µM | 360,000 tested, 0.78% active | AID 602399; in the data active = inhibition above about 26%; note: some compounds past the cut are filed as inactive
STEP inh: blocks human striatal-enriched tyrosine phosphatase; recombinant STEP, OMFP fluorogenic substrate, fluorescence; 360,000 tested, 0.25% active; AID 588621; inhibition, % at 20 µM; P54829;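 active = inhibition at 20 µM, scaled per plate between control wells, above about 37%, limit read from the data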;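 note: 0% = DMSO with enzyme and substrate and 100% = substrate only without enzyme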
Target sequence (P54829 whole entry, looked up): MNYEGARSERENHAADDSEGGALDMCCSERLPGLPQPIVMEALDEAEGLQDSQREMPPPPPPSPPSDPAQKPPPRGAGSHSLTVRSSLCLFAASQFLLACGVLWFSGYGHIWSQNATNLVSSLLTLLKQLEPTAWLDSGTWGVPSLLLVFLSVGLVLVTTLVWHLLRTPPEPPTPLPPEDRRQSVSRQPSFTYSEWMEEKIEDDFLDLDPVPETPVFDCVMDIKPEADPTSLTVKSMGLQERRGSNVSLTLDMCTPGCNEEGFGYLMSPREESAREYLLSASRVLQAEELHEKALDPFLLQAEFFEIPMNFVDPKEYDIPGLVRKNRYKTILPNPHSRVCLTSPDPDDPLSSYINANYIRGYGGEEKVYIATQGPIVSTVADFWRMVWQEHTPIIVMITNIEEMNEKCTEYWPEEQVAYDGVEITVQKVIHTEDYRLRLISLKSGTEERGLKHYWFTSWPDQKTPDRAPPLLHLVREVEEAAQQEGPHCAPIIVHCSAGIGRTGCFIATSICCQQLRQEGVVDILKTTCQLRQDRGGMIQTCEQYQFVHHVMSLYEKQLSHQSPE
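material = STEP tyrosine phosphatase | reagent = fluorogenic phosphatase substrate OMFP at 25 µM final | doses = single compound dose of 20 µM, 1% DMSO final | schedule = 20 min reaction, room temperature, in the dark | measured by = fluorescence, 480/540 nm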
CSN inh: inhibitors of human CSN-mediated cullin deneddylation; Purified CSN, SCF-Nedd8-OG deneddylation, fluorescence polarization; inhibition, % at 12.5 µM; 360,000 tested, 0.38% active;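 active = pattern-corrected inhibition above about 35%, with an unprinted fluorescence ratio check between 0.5 and 1.5, limit read from the data, passing the limit was not always enough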;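 note: 0% = enzyme with substrate and 100% = substrate without enzyme; some results filed as inactive read as strong as hits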
Target sequence (Q92905 whole entry, looked up, one chain of several): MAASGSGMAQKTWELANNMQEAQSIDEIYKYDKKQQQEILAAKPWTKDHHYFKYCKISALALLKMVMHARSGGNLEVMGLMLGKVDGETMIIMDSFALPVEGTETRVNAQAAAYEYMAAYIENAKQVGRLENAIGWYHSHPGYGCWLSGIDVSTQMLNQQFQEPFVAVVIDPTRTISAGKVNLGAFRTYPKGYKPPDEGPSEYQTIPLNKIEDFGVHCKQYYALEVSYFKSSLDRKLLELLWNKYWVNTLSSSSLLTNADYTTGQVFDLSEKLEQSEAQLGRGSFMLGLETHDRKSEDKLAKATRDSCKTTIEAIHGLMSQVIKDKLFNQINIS
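Assay system: purified human Csn5 enzyme expressed in HEK293T cells; Input: 0.24 nM Csn5 enzyme, final concentration; Reagent: 10 nM SCFSkp2-Nedd8OG; Compound dosing: 12.5 µM single point; Times: reaction 90 min, room temperature; Technique: fluorescence polarization readout.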
Rpn11 block: Rpn11 (human) deubiquitinase inhibition. human 26S proteasome, Ub4-pepOG fluorescence polarization; 20S core pre-blocked with epoxomicin. calls only at 20 µM. 360,000 tested, 0.59% active. AID 588493;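 active = inhibition at 20 µM, scaled to each plate's controls, above about 33%, limit read from the data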
DNMT1 block: blocks human DNA methyltransferase DNMT1. P26358. DNMT1 molecular beacon, Hinp1I cleavage, fluorescence. inhibition (reported as % activation of signal), % at 10 µM. 360,000 tested, 0.83% active. AID 588458; in the data active = inhibition above about 50%
Starred values were filed as active, the others as inactive; i = inactive; / = no result given.

SMILES | PABP1 MLLE inh | LMPTP inh | SUMO1 PPI mod | Scp-1 inhibitor | TbMetRS inhib | NadD block | STEP inh | CSN inh | Rpn11 block | DNMT1 block
Cc1ccc(C)c(OCC(=O)OCc2csc(CC(=O)Nc3ccccc3C)n2)c1 | -10 | 0.9 | 0 | / | 0.3 | 4 | -1 | 3 | i | -3
O=C(CCc1ccc(S(=O)(=O)N2CCOCC2)cc1)Nc1nc(COc2ccccc2)cs1 | 1 | 0.7 | -4 | -6 | 0.7 | -7 | -2 | 0 | i | -2
Cc1cc(-c2ccccc2)nc(N/N=C/c2ccccc2F)n1 | -12 | 0.5 | -7 | 6 | -2.6 | -3 | 0 | 4 | i | 6
CCC(C)c1ccc(S(=O)(=O)N2CCN3CCCC3C2)cc1 (stereo not given) | -5 | -1.6 | 7 | 3 | -0.8 | -2 | -2 | 2 | i | 1
Cc1ccc2c(c1)N(CC(=O)Nc1nccs1)C(=O)CO2 | 6 | -1.1 | 5 | 3 | -0.6 | 0 | -2 | 0 | i | 10
CCOC(=O)c1cnc2c(c(C)nn2CC)c1Cl | 10 | -1.4 | 2 | -4 | 0.1 | -4 | -6 | 0 | i | -3
Cc1c(C(C)C)c(=O)n(-c2ccc(S(=O)(=O)NC3CC3)cc2)n1C | 10 | -0.4 | -2 | -1 | -0.9 | -1 | 2 | -5 | i | -6
COC(=O)c1c(C(=O)OC)c(-c2cccc(C)c2)n2c1CS(=O)(=O)C2 | 4 | -0.3 | 0 | 8 | 0.0 | -10 | 3 | -3 | i | -1
O=C(COC(=O)c1cccc(F)c1)Nc1ccc(Cl)cn1 | -11 | -2.2 | 1 | -10 | -0.1 | 3 | 0 | 3 | i | 19
Clc1ccc(Cc2ccccn2)cc1 | 6 | 0.4 | -1 | -5 | -0.4 | -4 | -3 | 1 | i | 3
Cc1cc(C)c(C)c(S(=O)(=O)N2CCN(c3ccccn3)CC2)c1C | 6 | 3.7 | 8 | 8 | 0.0 | -5 | 0 | -1 | i | 0
CCOc1ccc(NC(=O)C2CC(C)=C(C)CC2C(=O)O)cc1 (stereo not given) | 8 | -1.3 | 0 | -3 | 0.0 | -5 | 2 | -2 | i | -4
S=C(Nc1cccc(Cl)c1)NC1CCCCC1 | -15 | 0.3 | -2 | -1 | 0.1 | -8 | 0 | -2 | i | 0
CCCCn1c(N)c(N(CCOC)C(=O)c2ccc(COc3ccccc3)o2)c(=O)[nH]c1=O | -19 | -1.3 | 1 | -8 | -0.5 | -3 | 1 | -1 | i | 2
C/C(=N/NC(=O)CN1CCN(S(=O)(=O)c2ccc(C)cc2)CC1)c1cccc(O)c1 | 7 | 0.6 | 2 | 1 | -0.2 | -4 | 3 | 2 | i | 0
O=C(Cc1ccccc1)Nc1ccc(S(=O)(=O)N2CCCC2)cc1 | -2 | -0.9 | 8 | -7 | 0.2 | -6 | 1 | 3 | i | -1
COc1cc(C(=O)NCCCc2ccccc2)cc(OC)c1OC | -9 | 0.2 | 3 | 0 | -0.8 | -8 | 2 | -2 | i | 1
COc1ccc(CNC(=O)COC(=O)c2cc(C)nc3ccccc23)cc1 | 6 | -0.4 | -17 | 0 | -0.1 | 2 | -2 | 4 | i | -1
COc1ccc(CCNC2=NCC(C)S2)cc1 (stereo not given) | 1 | -0.8 | 3 | 0 | 0.2 | -5 | -2 | -2 | i | 5
CCn1c(C)cc(/C=C2\SC(=O)N(CC(=O)Nc3ccc(C)c(C)c3)C2=O)c1C | 5 | -0.7 | 2 | -4 | 0.3 | 8 | 0 | 2 | i | 31
Cc1ccc(S(=O)(=O)N2[C@@H](c3cccc(Cl)c3)C(C(=O)O)=CC[C@H]2c2ccc(Cl)cc2)cc1 | -9 | 0.9 | 17 | -2 | -0.4 | 8 | 0 | -1 | i | 11
O=C(N/N=C/c1ccc(Cl)cc1Cl)Nc1ccccc1 | -7 | -1.4 | -1 | -6 | -0.3 | 4 | -11 | -1 | i | 7
CCOC(=O)c1c(NC(=O)CSc2nc3cc(Cl)ccc3c(=O)n2Cc2ccco2)sc(C(=O)N(C)C)c1C | 27 | 6.0 | 1 | -5 | -0.3 | 39* | 4 | 15 | i | -1
CC(=O)N1CCN(c2nnc(-c3ccccc3)c3ccccc23)CC1 | 1 | -1.4 | -3 | -4 | -0.1 | 0 | -1 | -3 | i | 1
O=C(NC(=S)N(CCO)Cc1ccccc1)c1ccc(F)cc1Cl | 24 | -1.0 | 2 | -7 | -0.7 | 1 | -1 | 1 | i | 1
Cc1cccc(-c2ncc(CN3CCCC(CO)(Cc4cccc(Cl)c4)C3)cn2)c1 (stereo not given) | -3 | 2.2 | 4 | -6 | -0.5 | -10 | -3 | -3 | i | -11
COc1ccc(-c2csc(NC(C)c3nc4cc(Cl)c(N5CCCCC5)cc4n3CCCO)n2)cc1 (stereo not given) | -80 | 5.0 | 1 | -3 | -0.2 | 22 | 2 | -2 | i | -30
CC(=O)Nc1cccc(NC(=O)C2CCCO2)c1 (stereo not given) | 18 | -1.1 | 2 | / | 0.3 | -5 | -3 | 0 | i | 2
O=c1[nH][nH]c(=O)n1-c1ccccc1 | -8 | -1.3 | 1 | -2 | 0.1 | -9 | 2 | -8 | i | 2
CCCNC(=O)c1onc(CSc2ccc(Cl)cc2)c1C(=O)NCCC(C)C | -5 | 1.7 | 0 | -11 | -0.3 | -5 | 3 | -4 | i | -4
CCN(CC)CCN1C(=O)C(=O)/C(=C(/O)c2ccc(OC(C)C)cc2)C1c1cccs1 (stereo not given) | 8 | -0.8 | -16 | -7 | 0.9 | -10 | 0 | -2 | i | -7
CCOC(=O)c1ccc(NC(=O)CC2SCCNC2=O)cc1 (stereo not given) | 3 | -0.2 | 1 | 3 | 0.0 | 2 | 2 | 4 | i | 3
Cc1ccccc1NC(=O)CSCC(=O)Nc1ccccc1C | 7 | 0.0 | 0 | -9 | 0.3 | 2 | -1 | -1 | i | -1
CC(=O)c1cccc(NS(=O)(=O)c2ccc3c(c2)N(C(C)=O)CCO3)c1 | 4 | -2.2 | -1 | 0 | 0.3 | -4 | -4 | 1 | i | 0
COc1ccc(Br)c(C(=O)NCCC(C)C)c1 | -7 | 1.1 | 1 | 0 | -1.4 | 2 | -2 | -10 | i | 5
CCOC(=O)N1CCN(C(=O)c2cc3c(-c4ccc(Cl)cc4)nn(C)c3s2)CC1 | -8 | 1.7 | -2 | -12 | -0.8 | -7 | 2 | -5 | i | 2
COC(=O)C1=CN(Cc2cccs2)C=C(C(=O)OC)C1c1cccc(O)c1 | 9 | 0.2 | -12 | -11 | 0.2 | -2 | 4 | 4 | i | -7
CCCn1c(SCC(=O)N2CCCc3ccccc32)nc2c1c(=O)n(C)c(=O)n2C | -2 | -1.1 | 2 | -5 | 0.1 | 0 | -2 | 5 | i | 3
CC(=O)c1ccc(NC(=O)c2ccc3snnc3c2)cc1 | 6 | 0.6 | -13 | -5 | -0.1 | -6 | 0 | 17 | i | 3
Cn1c(CN2CCOCC2)nnc1SCC(=O)Nc1cccc(C(F)(F)F)c1 | -4 | -1.9 | 0 | -5 | 0.1 | -2 | -1 | 1 | i | 7

Complete entries from above.
Listed for Cc1c(C(C)C)c(=O)n(-c2ccc(S(=O)(=O)NC3CC3)cc2)n1C → PABP1 MLLE inh: 10; LMPTP inh: -0.4; SUMO1 PPI mod: -2; Scp-1 inhibitor: -1; TbMetRS inhib: -0.9; NadD block: -1; STEP inh: 2; CSN inh: -5; Rpn11 block: i; DNMT1 block: -6
Listed for CC(=O)N1CCN(c2nnc(-c3ccccc3)c3ccccc23)CC1 → PABP1 MLLE inh: 1; LMPTP inh: -1.4; SUMO1 PPI mod: -3; Scp-1 inhibitor: -4; TbMetRS inhib: -0.1; NadD block: 0; STEP inh: -1; CSN inh: -3; Rpn11 block: i; DNMT1 block: 1
Listed for CCOC(=O)c1ccc(NC(=O)CC2SCCNC2=O)cc1 (stereo not given) → PABP1 MLLE inh: 3; LMPTP inh: -0.2; SUMO1 PPI mod: 1; Scp-1 inhibitor: 3; TbMetRS inhib: 0.0; NadD block: 2; STEP inh: 2; CSN inh: 4; Rpn11 block: i; DNMT1 block: 3

Back to the main list with the 2 entries that preceded the break.
SMILES | PABP1 MLLE inh | LMPTP inh | SUMO1 PPI mod | Scp-1 inhibitor | TbMetRS inhib | NadD block | STEP inh | CSN inh | Rpn11 block | DNMT1 block
CC(=O)c1ccc(NC(=O)c2ccc3snnc3c2)cc1 | 6 | 0.6 | -13 | -5 | -0.1 | -6 | 0 | 17 | i | 3
Cn1c(CN2CCOCC2)nnc1SCC(=O)Nc1cccc(C(F)(F)F)c1 | -4 | -1.9 | 0 | -5 | 0.1 | -2 | -1 | 1 | i | 7
CCC(C)[C@H]1CN=C(N)N1CCc1cccc(F)c1 (stereo not given in full) | -4 | -1.6 | -4 | 0 | 0.5 | -5 | -2 | -1 | i | 0
CCCOP(=O)(OCCC)C(Nc1ccc(C(C)C)cc1)c1ccc([N+](=O)[O-])cc1 (stereo not given) | 8 | 5.0 | -7 | -13 | -0.8 | 2 | 0 | 7 | i | -5
Cc1ccc(/C=C(\C#N)C(=O)NC(C)C)o1 | 25 | -1.4 | -16 | 9 | -0.9 | -2 | 0 | -3 | i | 6
O=C(c1ccccc1)N1CCSC1=S | 5 | -0.8 | 1 | -1 | -0.3 | 2 | -1 | 5 | i | 1
N/C(=N\OC(=O)C1CCCCC1)c1cccnc1 | 4 | 0.4 | -2 | 0 | -1.0 | -4 | -3 | 5 | i | 2
COc1cc2c(C(=O)NCCN(C)C)cn(CC(C)C)c(=O)c2cc1OC | -9 | 0.2 | 1 | -7 | -0.8 | -1 | 1 | 9 | i | 2
Nc1c(C(=O)OCC(=O)Nc2ccc(OC(F)F)cc2)[nH]c(=O)[nH]c1=O | 6 | 4.0 | -24 | -9 | -0.2 | 3 | 6 | -1 | i | 1
Cc1cc(/C=N/Nc2ccc([N+](=O)[O-])cn2)c(C)n1-c1ccccc1 | -40 | 1.2 | -19 | 6 | -0.1 | 31* | 13 | 1 | i | 1
O=[N+]([O-])c1ccc(NCCNc2ccc([N+](=O)[O-])cc2)cc1 | -17 | -0.8 | -5 | -15 | -0.4 | -3 | 2 | 2 | i | 3
